TDP1 cell noCPT: qHTS for Inhibitors of human tyrosyl-DNA phosphodiesterase 1 (TDP1): qHTS in cells in absence of CPT; DT40 Tdp1-/- hTDP1 cells, no CPT, ATP luminescence, 48 h; Potency, µM (doses to about 46.2 µM), for the others: at the highest dose activity change, negative = growth inhibition, hits mostly inhibitors; 420,000 compounds, 15% hits; AID 686978, 2013; also: nearly all actives have a fitted effect of over 55% in size
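Growth of hTDP1-complemented DT40 Tdp1-knockout cells is measured by ATP luminescence after at least 48 hr compound exposure at 37 °C, with DMSO substituting for the 20 nM CPT used in the parallel screen.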
TDP1 block: qHTS Assay for Inhibitors of Tyrosyl-DNA Phosphodiesterase (TDP1) | Tyrosyl-DNA phosphodiesterase 1 (Homo sapiens), Q9NUW8 | recombinant TDP1, AlphaScreen DNA substrate cleavage | Potency, µM (top dose mostly 130 µM), for inactives: at the highest dose activity change, negative = inhibition, usual class: inhibitors | 350,000 compounds, 0.28% hits; also: nearly all actives have a fitted effect of over 40% in size
Target sequence (Q9NUW8 whole entry, looked up): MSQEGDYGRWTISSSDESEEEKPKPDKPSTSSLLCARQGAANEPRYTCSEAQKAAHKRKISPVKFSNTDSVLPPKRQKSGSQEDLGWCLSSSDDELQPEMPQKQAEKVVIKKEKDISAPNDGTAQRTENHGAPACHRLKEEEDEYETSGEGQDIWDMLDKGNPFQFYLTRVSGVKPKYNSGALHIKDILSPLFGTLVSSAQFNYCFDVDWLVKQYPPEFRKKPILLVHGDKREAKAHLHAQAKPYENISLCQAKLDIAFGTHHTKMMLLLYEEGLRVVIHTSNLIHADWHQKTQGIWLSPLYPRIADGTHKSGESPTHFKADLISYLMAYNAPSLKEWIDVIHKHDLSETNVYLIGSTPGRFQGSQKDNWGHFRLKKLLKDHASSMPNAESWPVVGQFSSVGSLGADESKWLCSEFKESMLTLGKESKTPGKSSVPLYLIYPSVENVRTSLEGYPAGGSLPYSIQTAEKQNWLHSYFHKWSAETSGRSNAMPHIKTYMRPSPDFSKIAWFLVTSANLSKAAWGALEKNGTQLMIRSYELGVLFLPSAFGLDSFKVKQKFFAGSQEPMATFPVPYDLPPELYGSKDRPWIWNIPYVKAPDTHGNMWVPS
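AlphaScreen read-out: signal falls as enzyme removes the 3' tyrosine-FITC from a 5'-biotinylated DNA oligo (15 nM, 5 min, RT). Enzyme was E. coli-made recombinant Tdp1 at 1 nM, exposed to compound for 15 min beforehand; beads 10 ug/ml, 10 min.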
N370S GC mod: qHTS Assay for Inhibitors and Activators of N370S glucocerebrosidase as a Potential Chaperone Treatment of Gaucher Disease | AID 2101, 2009 | Potency, µM (series often up to 59.4 µM), without a hit: at the highest dose activity change, negative = inhibition, usual class: inhibitors | N370S GC spleen homogenate, 4MU-glucoside fluorescence | 330,000 compounds, 0.092% hits;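 also: 0% = full enzyme activity and -100% = no enzyme basal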
The depositor's hits bear a star; ? = inconclusive; · = no result given; & = joins results of further samples; [ ] = dose if it differs, or a comment. Calls follow the shape of the dose curve; as a rule, active = well fitted curve in the direction sought with a large enough effect; inconclusive = small, poorly fitted or top-dose-only effect, or another doubt; inactive = no such curve, though single readings can be large; an effect the other way counts as inactive or inconclusive. Unless noted, % is scaled to controls: 0 for no effect and ±100 for the full control effect; potency is read from the fitted curve at half-maximal effect.

mol,TDP1 cell noCPT,N370S GC mod,TDP1 block
O=C(COC(=O)Cn1cc(C(F)(F)F)ccc1=O)Nc1ccc(Br)cc1F,-3%,-3%,-13%
CC(=O)C1=C(C)NC(=O)NC1c1cc(Br)ccc1OCC(N)=O (stereo not given),-4%,2%,5%
O=C(NCc1cccc(Cl)c1)c1cc2c(s1)-c1ccccc1SC2,-26%,·,-8%
Cc1cccc(NC(=S)NC2CCN(Cc3ccccc3)CC2)c1C,?,0%,-3%
COc1ccc2nc(N3CCCC(O)C3)c(C#N)cc2c1 (stereo not given),-24%,1%,2%
Cc1cccc(OC(=O)CSc2nnc(-c3cccs3)o2)c1C,-17%,·,0%
Cc1cccc(N2CC(O)(c3cccs3)[N+]3=C2CCCCC3)c1 (stereo not given),?,-3%,1%
CN(C)C(=O)n1nnnc1Cc1ccc(-c2ccccc2)cc1,·,-21%,3%
CCc1nn(CC(=O)Nc2c(C)cc(C)cc2C)c(=O)c2cc3sccc3n12,-15%,·,0%
Cc1cccc2c1N(C)C(=O)C2=O,?,-10%,-8%
S=C(Nc1cccc(Cl)c1)Nc1ccc2cn[nH]c2c1,-4%,16%,3%
COc1ccccc1-n1ccn(CC(=O)Nc2ccc(C)cc2Cl)c(=O)c1=O,10%,-2%,-7%[0.505 µM]
Cc1nnc(SCc2ccc(Cl)cc2)nc1/C=C/N(C)C,?,2%,4%
COc1ccc(NC(=O)N2CCCC3(CCN(C(=O)c4ccncc4)CC3)C2)cc1,-3%,1%,·
CCCCNC(=O)Nc1nnc(C(C)(C)C)s1,?,4%,7%
COc1ccccc1NC(=O)CSc1nnc(NC(=O)C2CCC2)s1,?,0%,9%[0.0935 µM]
O=C(Nc1ccc(Cl)c(Cl)c1)Oc1ccc(NC(=O)c2ccco2)cc1,26µM*,-10%,1%
O=C(Nc1ccc(F)cc1F)C1CCCN1S(=O)(=O)c1ccc(-c2ccc(=O)[nH]n2)s1 (stereo not given),-27%,-11%,2%
CCOC(=O)N1CCN(C(=O)CCN2C(=O)/C(=C\c3ccccc3OC)SC2=S)CC1,23µM*,11%,5%
Clc1ccc(CNc2ccc3nnc(-c4ccccc4)n3n2)cc1,4.1µM*,12%,-3%
CCOc1ccccc1N1CCN(CC(O)COC2CCCc3ccccc32)CC1 (stereo not given),?,-5%,2%
CCNc1cc2n(c(=O)n1)CCc1cc(OC)c(OC)cc1-2,-17%,6%,3%
FC(F)(F)c1nc(NCc2cccnc2)c2ccccc2n1,23µM*,-21%,3%
C[C@@H]1CCC(=O)N(CC[C@H](Sc2ccccc2)c2ccccc2)CC1,13µM*,18%,·
CC1=C(C)[N+](=O)C2CCCCC2N1[O-] (stereo not given),5%,-7%,1%
COc1cc(C)ccc1OCc1cc(C(=O)NCCN2CCOCC2)no1,-2%,1%,3%[56.1 µM]
O=C(OCC(=O)N1CCOCC1)c1ccc(Br)cc1,10%,0%,-13%
O=C(Nc1ccc(NC(=O)c2sc3ccccc3c2Cl)cc1)c1ccco1,?,0%,5%
CC(=O)Nc1ccc(S(=O)(=O)N2CCN(S(=O)(=O)c3cccs3)CC2)cc1,-1%,-3%,-7%[0.505 µM]
Cc1ccc(CCNC(=O)CS(=O)Cc2nc(-c3ccccc3C)oc2C)cc1 (stereo not given),?,·,2%
CCN(Cc1ccncc1)C(=S)NCc1ccccc1,-8%,16%,0%
C[C@@H]1C[C@H]2[C@@H]3CCC4=CC(=O)C=C[C@]4(C)[C@@]3(F)[C@@H](O)C[C@]2(C)[C@H]1C(=O)CO,?,-15%,3%&4%
CCCNC(=O)c1ccc(Cl)cc1Cl,-6%,-15%,·
COc1ccc(NC(=O)CCCOc2cc(=O)n(C)c3ccccc23)c(OC)c1,?,·,6%
COC(=O)c1ccc(Oc2nc3c(c(=O)n(C)c(=O)n3C)n2Cc2ccc(Cl)c(Cl)c2)cc1,-5%,·,2%[12.3 µM]
COc1ccccc1NC(=S)N(Cc1ccco1)Cc1cc2cc(C)ccc2[nH]c1=O,13µM*,8%,2%
CC(C)=CCC[C@](C)(O[C@@H]1O[C@H](CO)[C@@H](O)[C@H](O)[C@H]1O)[C@H]1CC[C@]2(C)[C@@H]1[C@H](O)C[C@@H]1[C@@]3(C)CC[C@H](O[C@@H]4O[C@H](CO)[C@@H](O)[C@H](O)[C@H]4O[C@@H]4O[C@H](CO)[C@@H](O)[C@H](O)[C@H]4O)C(C)(C)[C@@H]3[C@@H](O)C[C@]12C,·,-5%,1%
CCc1ccc2[nH]c(O)c(N=Nc3nc(-c4ccccc4)cs3)c2c1,?,14%,14%
COc1ccc(C)cc1NC(=O)CN(C)C1CCCCC1,?,0%,2%
O=C(Nc1nc2c(s1)CCCC2)C1CCCN1C(=O)c1cccs1 (stereo not given),-23%,9%,2%
Clc1ccc(-c2noc(CN(Cc3ccccn3)CC3CCCO3)n2)cc1 (stereo not given),16µM*,6%,0%
COc1cc(OC)c2c(-c3cccc(-c4cccc(N)c4)c3)cc(=O)oc2c1,4.6µM*,18%[89.1 µM],3%[56.1 µM]
Cc1ccc(-n2c(=O)c3c(c4cc(C)ccc4n3C)n(Cc3ccc(F)cc3)c2=O)cc1,-19%,·,6%
COc1ccc(-n2nc(C)cc2Nc2ccccc2C(=O)O)cc1,?,4%,2%
O=C(CSc1nncs1)NCCNC(=O)CSc1nncs1,-2%,1%,0%
CCCN1CCN(S(=O)(=O)c2cn(C)nc2C)CC1,12%,-3%,3%
O=C1Nc2c(Br)cccc2C1=O,12µM*,·,0%
COC(=O)CSc1nnc(NC(=O)c2ccc3c(c2)OCO3)s1,16%,-5%,2%
O=C(NCCC1=CCCCC1)c1cc(S(=O)(=O)N2CCOCC2)ccc1Cl,?,-7%,·
CC[C@H](C)[C@H](NC(=O)OCc1ccccc1)C(=O)OCC(=O)Nc1ccc(N2CCOCC2)cc1,-19%,-2%,·

In the list so far, 4 contain bromine.
mol,TDP1 cell noCPT,N370S GC mod,TDP1 block
O=C(COC(=O)Cn1cc(C(F)(F)F)ccc1=O)Nc1ccc(Br)cc1F,-3%,-3%,-13%
CC(=O)C1=C(C)NC(=O)NC1c1cc(Br)ccc1OCC(N)=O (stereo not given),-4%,2%,5%
O=C(OCC(=O)N1CCOCC1)c1ccc(Br)cc1,10%,0%,-13%
O=C1Nc2c(Br)cccc2C1=O,12µM*,·,0%

New compounds follow.
mol,TDP1 cell noCPT,N370S GC mod,TDP1 block
Cn1ccnc1SCC(=O)Nc1ccc2c(c1)COC2=O,-4%,0%,·
O=C(COC(=O)c1ccc([N+](=O)[O-])o1)NC1CCS(=O)(=O)C1 (stereo not given),-2%,9%,5%
Cc1c(C(=O)N/N=C/c2ccncc2)nnn1-c1nonc1N,-13%,-10%,-3%
CN(C)CCCNC(=O)CCc1nc2ccccc2c(=O)[nH]1,6%,-16%,0%
COc1ccc2nc(C)cc(SCC(=O)Nc3c(C)cccc3C)c2c1,?,9%,1%
COc1ccc(CC(=O)N/N=C(\C)CC(=O)Nc2ccc3c(c2)OCCO3)cc1,-16%,-2%,0%
COc1ccc(-c2coc3cc(OC(C)=O)cc(OC(C)=O)c3c2=O)cc1,10%,-10%,11%
CCc1ccc2[nH]c(=O)c(CN(CCCN3CCOCC3)C(=O)Nc3ccc(F)cc3)cc2c1,13µM*,?,4%
COc1cc(C2C3=C(CCCC3=O)Nc3ccc4ncccc4c32)ccc1O (stereo not given),6.5µM*,13%,3%
Fc1cccc(F)c1/C=N/NC(=S)Nc1cccnc1,-11%,-3%,0%
CCCCC(=O)Nc1cnc(NC(=O)c2ccco2)cc1C,?,1%,2%
C/C(NC1CCCCC1)=C(/C#N)C(=O)NCCN1CCOCC1,-14%,3%,3%
Cc1ccc2nc(CN3CCN(S(=O)(=O)c4ccc(C(C)C)cc4)CC3)oc2c1,-4%,·,-1%
O=S(=O)(c1cccs1)N1CCN(CC(O)COc2cccc(Br)c2)CC1 (stereo not given),?,12%,1%
COc1cc(C(=O)Nc2nnc(SC)s2)c([N+](=O)[O-])cc1OC,1%,-6%,1%
O=C(Oc1cccc(OC(=O)c2ccco2)c1)c1ccco1,-12%,1%,·
O=C(NCC(c1cccs1)N1CCOCC1)c1ccc(OCc2ccccc2)cc1 (stereo not given),21µM*,·,0%[56.1 µM]
O=C1CC(Sc2cccs2)C(=O)N1c1ccccc1 (stereo not given),3.7µM*,-3%,6%
Cc1ccc(N(CC(=O)NC2CCCCCC2)S(=O)(=O)c2c(C)nn(C)c2C)cc1,?,4%,0%
COc1cc(NS(=O)(=O)c2ccc3c(c2)OCC(C(=O)N2CCCC2)O3)cc(OC)c1 (stereo not given),21µM*,·,6%
CCCCN(C)C(=O)c1nc2ccccn2c1CN1CCC[C@H]1CO,5%,2%,·
O=C(N/N=C/c1ccncc1)c1cc(Br)ccc1OCc1ccccc1,?,3%,0%
Cc1ccc(NC(=O)CNCc2ccccn2)cc1S(=O)(=O)N(C)C,-3%,3%,3%
CCC(=O)Nc1ccccc1-c1nc2ccccc2n(CC(=O)Nc2ccccc2OC)c1=O,5.8µM*,·,-6%
CO/N=C/NC(=O)N1OC[C@@H]2COc3ccc4ccccc4c3[C@@H]21,-5%,3%,0%
Cc1ccc2c(C(=O)CN3CCCCC3CCO)c(C)[nH]c2c1 (stereo not given),?,-18%,3%
O=C(Cn1c(N2CCN(C/C=C/c3ccccc3)CC2)nc2ccccc21)c1ccccc1,·,-14%,12%
CN1Cc2c(N3CCOCC3)nc(SCc3ccccc3)c(C#N)c2CC1(C)C,?,4%,-2%
CC(C)(C)[C@H]1C=C(C(=O)Nc2ccccc2)O[C@@H](OCc2ccc(CO)cc2)C1,?,?,5%
COc1ccc(C(=O)C2CCCN(Cc3c(O)cccc3OC)C2)cc1OC (stereo not given),7.3µM*,-8%,·
COC(=O)c1cccc(NC(=O)c2cccs2)c1C,-24%,21%,3%
COc1cc(/C=C2\CCCc3c2nc2ccccc2c3C(=O)O)cc(OC)c1O,?,-20%,-14%
Cc1nc2c(nnn2Cc2ccccc2)c(=O)[nH]1,?,13%,-5%
CCCNc1ncnc2nc[nH]c12,-15%,3%,10%
Cc1ccc(-n2nc3c(N4CCC(C(=O)NC5CCCCC5)CC4)nnc(C)c3c2C)cc1,12µM*,·,3%
O=C(O)/C=C/c1ccc(S(=O)(=O)N2CCCCCC2)cc1,-1%,-1%,-8%
COc1ccc(-c2cc(N)n(S(=O)(=O)c3ccc(C)cc3)n2)c(OC)c1,-51%,7%,4%
O=C(CN1C(=O)c2cccc3cccc(c23)C1=O)N1CCN(c2ccccn2)CC1,8%,3%,3%
Cc1ccc(NS(=O)(=O)c2ccc3c(c2)C(C(C)C)C(=O)N3)cc1C (stereo not given),29µM*,·,3%
CCN1C(=O)c2cccc3c(Cl)ccc1c23,2%,0%,·
Cc1ccc(S(=O)(=O)N2CCOCC2)cc1C(=O)Nc1cc(Cl)ccc1N1CCOCC1,?,14%,0%
Cc1cc(=O)[nH]c(SCC(=O)Nc2ccccc2C)n1,18%,-10%,4%
CC(=O)Nc1nnc(/C=C/c2cccc([N+](=O)[O-])c2)s1,1%,-1%,·
CCOc1cccc(OCCOCCN(C)Cc2ccccc2)c1,?,-4%,0%
CC(C)c1ccc(NC2CCCN(C(=O)c3cscn3)C2)cc1 (stereo not given),?,-13%,5%
O=C1CN(C(=O)COc2ccc(Cl)c(Cl)c2)c2ccccc2N1,-20%,2%,3%
CC(NCc1cccn1C)c1ccccc1 (stereo not given),-9%,-2%,5%
COc1ccc2cc(CCNC(=O)c3c(-c4ccccc4Cl)noc3C)c(=O)[nH]c2c1,?,0%,3%
O=C(NCCc1ccc2c(c1)OCCO2)c1cc(F)cc(F)c1,16µM*,9%,-3%
COc1cccc(C2c3c(-c4ccccc4O)n[nH]c3C(=O)N2Cc2cccnc2)c1 (stereo not given),?,·,7%
Cc1ccnc(-n2c(C)cc(C=O)c2C)c1,19%,0%,5%

Screening results as filed in PubChem.

Not all compounds are listed (hit frequency here may not be typical).
